Screens as filed in PubChem BioAssay.
HKDC1 inh: blocks human hexokinase HKDC1 activity | inhibition, % at 20 µM | AID 493160 | recombinant HKDC1, G6PDH/diaphorase resazurin coupled fluorescence | hit rate 0.16% among 340,000;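 active = inhibition above about 35% when tested at 20 µM, limit read from the data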;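 also: plate controls were DMSO wells with enzyme for no effect and DMSO wells lacking enzyme for full effect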
Target sequence (Q2TB90 whole entry, looked up): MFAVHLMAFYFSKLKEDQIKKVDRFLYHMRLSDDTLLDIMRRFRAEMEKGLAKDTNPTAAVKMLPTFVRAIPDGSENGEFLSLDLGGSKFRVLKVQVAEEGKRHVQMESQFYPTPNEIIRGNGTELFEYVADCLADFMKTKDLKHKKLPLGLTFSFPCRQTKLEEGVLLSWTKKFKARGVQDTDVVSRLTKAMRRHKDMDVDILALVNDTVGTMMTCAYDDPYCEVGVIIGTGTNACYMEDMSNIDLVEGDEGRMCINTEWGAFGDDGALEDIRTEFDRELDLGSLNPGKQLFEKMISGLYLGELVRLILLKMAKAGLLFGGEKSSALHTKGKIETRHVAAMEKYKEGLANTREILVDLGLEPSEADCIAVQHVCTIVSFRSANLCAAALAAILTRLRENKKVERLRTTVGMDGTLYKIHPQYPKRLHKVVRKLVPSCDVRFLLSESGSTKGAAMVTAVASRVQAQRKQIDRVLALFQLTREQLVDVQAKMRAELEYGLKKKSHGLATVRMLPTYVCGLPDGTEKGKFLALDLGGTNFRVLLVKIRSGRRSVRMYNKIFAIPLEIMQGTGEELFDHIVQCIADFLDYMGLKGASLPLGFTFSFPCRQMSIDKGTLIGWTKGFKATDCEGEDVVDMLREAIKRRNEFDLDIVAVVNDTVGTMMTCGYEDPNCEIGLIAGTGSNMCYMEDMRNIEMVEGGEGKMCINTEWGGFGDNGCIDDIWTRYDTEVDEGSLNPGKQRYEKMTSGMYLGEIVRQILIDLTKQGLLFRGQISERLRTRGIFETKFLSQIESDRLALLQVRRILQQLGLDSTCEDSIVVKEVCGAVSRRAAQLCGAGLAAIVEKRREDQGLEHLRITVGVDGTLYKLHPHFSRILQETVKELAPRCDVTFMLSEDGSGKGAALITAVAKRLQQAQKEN
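Test system: recombinant HKDC1 (HK5) hexokinase enzyme, produced in-house / Doses: 20 µM test compound, 1% DMSO / Timing: 90 min, room temperature / Detection: G6PDH/diaphorase-coupled fluorescence, 1 mM NADP, 100 µM resazurin, 525/613 nm / Control set: DMSO wells with and without enzyme mix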
PfG6PD inh: PfG6PD (Plasmodium falciparum) enzyme inhibition; inhibition, % at 20 µM; AID 504690; PfGluPho enzyme, NADPH resazurin-diaphorase fluorescence; hit rate 0.78% among 350,000;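 active = inhibition reaching at least a set limit at 20 µM in the primary screen, cut at about 59% in these data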;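 also: 0% = DMSO wells with substrate and 100% = DMSO wells lacking glucose-6-phosphate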
SENP8 block-1: inhibitors of human SENP8 protease; inhibition, % at 10 µM; hit rate 1.2% among 330,000; AID 2540; purified SENP8, Z-RLRGG-aminoluciferin cleavage, luminescence; Q96LD8; in the data active = inhibition above about 50%
SENP6 inh: SENP6 protease inhibition; Recombinant SENP6 catalytic domain, aminoluciferin luminescence; inhibition, % at 10 µM; Q9GZR1; hit rate 1.8% among 330,000;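 active = inhibition above about 50% at the single tested dose, limit read from the data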;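 also: plate controls were DMSO wells with enzyme for no effect and DMSO wells lacking enzyme for full effect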
SENP8 block-2: SENP8 (human) protease inhibition; Q96LD8; recombinant SENP8, Nedd8 substrate fluorescence; inhibition, % at 20 µM; hit rate 0.64% among 360,000; AID 602440; in the data active = inhibition mostly above about 40%, no sharp cut-off; inactive = mostly below about 27%
MIN6 prolif: inducers of beta-cell replication in MIN6 cells | proliferation, % at 10 µM | AID 2380 | MIN6 cells proliferation, ATPlite luminescence, 48 h; cells starved in 0.2% serum; 100% = growth in 10% serum | hit rate 0.29% among 330,000;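 active = compounds whose signal lies at least 3.5 SD above the mean of all wells on their plate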;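 also: 0% = DMSO-treated cells in low-serum medium and 100% = 10% serum control; some compounds called inactive have numbers as strong as hits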
SENP1 inh: blocks the human SENP1 SUMO protease catalytic domain. AID 624204. hit rate 0.21% among 360,000. Q9P0U3. recombinant SENP1 catalytic domain, CyPet-SUMO1-YPet FRET cleavage. inhibition, % at 10 µM;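 active = inhibition at least 30% at 10 µM, raw YFP signal under a set limit, fluorescence ratio 0.5 to 1.5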;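 also: 0% = enzyme with DMSO and 100% = no enzyme wells; some results filed as inactive read as strong as hits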
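system = hSENP1 catalytic domain, recombinant | reagent = SFCypet-SUMO1-SFYpet substrate at 25 nM | doses = one dose per compound, 10 µM, 0.5% DMSO | incubation = enzyme reaction for 50 min at room temperature, dark | measured by = FRET, CFP and YFP emission | controls = no-enzyme low, enzyme-DMSO high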
SENP7 block: SENP7 protease inhibition. Q9BQF6. recombinant SENP7, Z-RLRGG-aminoluciferin luminescence, 40 min. inhibition, % at 5 µM. hit rate 1.5% among 330,000. AID 434973;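 active = inhibition above about 50% at the single test dose, limit read from the data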;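 also: plate controls were DMSO with enzyme for no effect and no enzyme buffer wells for full effect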
UBC13 inh: blocks human UBC13 polyubiquitin chain formation | P61088 | TR-FRET | AID 485273 | inhibition, % at 20 µM | hit rate 0.47% among 330,000; in the data active = inhibition above about 45%, passing the limit was not always enough
* marks the source's active call; other numbers are inactive results; · = not tested or not shown.

Sample of the layout, 4 compounds:
SMILES	HKDC1 inh	PfG6PD inh	SENP8 block-1	SENP6 inh	SENP8 block-2	MIN6 prolif	SENP1 inh	SENP7 block	UBC13 inh
Cc1cc(C)cc(N2C(N)=NC(N)=NC2c2ccccc2F)c1 (stereo not given)	2	22	-3	-21	14	0	-1	1	5
O=C1Cc2ccccc2C(=O)N1Cc1cccc(Cl)c1	-2	4	·	·	103*	·	-3	·	·
Cc1nccn1CCCNC(=O)c1nc(Cn2cc([N+](=O)[O-])cn2)no1	-5	-6	-12	-29	6	-2	1	-5	-16
CCN1CCN(Cc2cccc(Oc3ccc(Cl)cc3)c2)CC1	9	3	1	12	7	-4	2	0	4

The listing, from the start:
SMILES	HKDC1 inh	PfG6PD inh	SENP8 block-1	SENP6 inh	SENP8 block-2	MIN6 prolif	SENP1 inh	SENP7 block	UBC13 inh
Cc1cc(C)cc(N2C(N)=NC(N)=NC2c2ccccc2F)c1 (stereo not given)	2	22	-3	-21	14	0	-1	1	5
O=C1Cc2ccccc2C(=O)N1Cc1cccc(Cl)c1	-2	4	·	·	103*	·	-3	·	·
Cc1nccn1CCCNC(=O)c1nc(Cn2cc([N+](=O)[O-])cn2)no1	-5	-6	-12	-29	6	-2	1	-5	-16
CCN1CCN(Cc2cccc(Oc3ccc(Cl)cc3)c2)CC1	9	3	1	12	7	-4	2	0	4
N#CC12CCCCC1CC1CCCCC1(C#N)N2N (stereo not given)	-6	4	-4	-6	7	0	2	1	3
CCCc1cc2c(OC(=O)CC)c(-c3ccc(C(=O)OCC)o3)c(=O)oc2cc1OC	5	5	-2	-2	-410	-3	-178	2	1
COc1ccc(C(=O)CSc2nnc(-c3ccco3)n2C)cc1	-3	4	-6	-3	16	-1	1	6	-3
Cc1ccc(-c2nn(-c3ccccc3)cc2C(=O)NC2CCC(O)CC2)cc1 (stereo not given)	-2	15	-2	-6	7	-2	1	-1	-4
Clc1ccc(CSc2cnnc3ccccc23)cc1Cl	-2	0	·	·	22	·	6	·	·
O=C(c1ccc(CNc2c(N3CCOCC3)c(=O)c2=O)cc1)N1CC=C(c2ccccc2)CC1	1	8	-15	1	10	0	-2	0	2
COc1ccc(CCN(C)CCCN2CC(c3ccccc3)CC2=O)cc1OC (stereo not given)	-9	-5	2	7	17	-2	2	2	0
COC(=O)CSc1nc(N)nc(C)c1Cl	-7	7	-1	-24	7	-1	-1	4	5
CC(=O)c1cc2c(cc1F)C(C)(C)CCC2(C)C	6	-14	·	·	14	·	5	·	·
CCCCOCC(O)CN1CCN(C(C)=O)CC1 (stereo not given)	-11	-16	1	1	11	-2	2	5	5
Cc1ccc(NC(=O)CCOc2ccccc2)cc1S(=O)(=O)Nc1ccccc1Cl	-7	-26	6	1	10	-1	0	1	-3
CCCC(=O)OCCNC(=O)c1cc2ccccc2oc1=O	-3	-17	-7	-10	-162	1	1	-1	1
CC(Sc1nc2sccc2c(=O)n1-c1ccccc1)C(N)=O (stereo not given)	-4	7	1	-38	-8	-2	-7	-5	-3
COc1cccc(C2(CSc3nnc(-c4cc(OC)c(OC)c(OC)c4)o3)OCCO2)c1	-5	5	-3	1	-11	-1	1	2	2
Cc1ccccc1C(=O)NCCCCc1ccccc1	-2	-2	-9	1	12	0	2	3	6
COc1ccc(CCC(=O)Nc2ccc(Cl)c(S(=O)(=O)N3CCOCC3)c2)cc1OC	2	-13	·	·	-6	·	1	·	·
CC(C)N=C(NC#N)SCc1ccc(Br)cc1	1	-2	2	8	13	1	-1	7	3
CCN1C(=O)[C@H]2[C@H]3CN=C(SCc4ccc(C#N)cc4)N3[C@@](Cc3ccccc3)(C(=O)OC)[C@H]2C1=O	-4	8	·	·	5	·	3	0	·
CCCCC1C2C(=O)N(c3ccccc3)C(=O)C2ON1c1ccccc1 (stereo not given)	-3	-24	0	-7	2	1	2	5	7
CCCCS(=O)c1c(O)c2ccccc2[nH]c1=O (stereo not given)	-10	-13	5	3	23	-1	1	13	-1
Cn1c(C(=O)N2CCCC(C(=O)NCCc3ccccc3)C2)cc2sccc21 (stereo not given)	-11	23	-7	2	12	-1	-3	1	2

3 of the entries above in order of the SENP7 block value, falling.
canonical_smiles | SENP7 block
Cc1ccccc1C(=O)NCCCCc1ccccc1 | 3
Cc1cc(C)cc(N2C(N)=NC(N)=NC2c2ccccc2F)c1 (stereo not given) | 1
CCCC(=O)OCCNC(=O)c1cc2ccccc2oc1=O | -1

Further results:
SMILES	HKDC1 inh	PfG6PD inh	SENP8 block-1	SENP6 inh	SENP8 block-2	MIN6 prolif	SENP1 inh	SENP7 block	UBC13 inh
CCN(CC)Cc1ccccc1CNC(=O)c1cccc(S(=O)(=O)Nc2ccc3c(c2)OCO3)c1	9	22	4	-8	3	-5	-1	7	9
COc1ccccc1-c1nc(-c2ccc(Br)o2)no1	4	-9	78*	83*	0	0	1	78*	-3
Cc1ccc(S(=O)(=O)NCc2ccccc2)cc1C(=O)NC1CCC(C)CC1 (stereo not given)	-4	10	0	-5	11	0	0	-11	6
Cc1nnc(SC(C)C)n(N)c1=O	4	-10	7	13	19	-3	2	5	-7
COC(=O)CCC(=O)OC1(C)C(=O)C2=CN(CCCCO)C(c3ccc(OC)cc3)=CC2=C(Br)C1=O (stereo not given)	·	·	8	47	·	4	·	13	-102
O=C(/C=C/c1ccco1)Nc1cccnc1	-10	34	20	41	6	-2	-2	35	-2
O=c1onc(-c2ccccc2)c2ccccc12	-3	2	1	5	28	-2	1	12	0
O=C(NC(CC(=O)N1CCCC(C(F)(F)F)C1)c1ccccc1)c1ccccc1Cl (stereo not given)	1	4	2	2	8	1	1	-9	-4
CCCN(C(=O)c1ccc2c(SCC(=O)O)c3c(nc2c1)CCC3)c1cccc(C)c1	0	-24	0	-8	2	3	-1	3	2
Cc1ccc(CSCC(=O)Nc2ccc(F)cc2)cc1	0	15	-7	-7	-1	-3	0	-3	-9
O=c1[nH]nc(-c2ccc(OCc3ccc(Cl)cc3Cl)cc2)o1	2	-10	-8	-10	12	-1	2	-2	7
CCn1c(SCc2ccccc2Cl)nc2nc3c(cc2c1=O)CCCC3	15	16	·	·	8	·	-5	·	·
O=C1Nc2ccccc2/C1=N\N1CCOCC1	-4	-10	-4	-12	18	0	0	5	-6
Cc1ccc(-n2nc3c(c2NC(=O)c2cccs2)CS(=O)(=O)C3)c(C)c1	1	4	-10	-8	12	-6	-1	-15	-8
O=C(NCC1CCCO1)c1cccnc1NCc1ccc(F)cc1 (stereo not given)	-3	-22	0	-12	-182	-2	0	5	12
COc1ccc(Nc2nc(C)cc(C)c2C#N)cc1	3	-8	-1	-18	-86	-3	1	-10	-1
CN(C)c1nnnn1-c1ccc(Cl)cc1Cl	-12	-8	-9	-17	8	0	-2	-5	0
COC(=O)c1c(C)cc(O)cc1O	5	-12	-4	-17	4	-2	3	-4	2
COc1ccc(CNC(=O)C2CCN(S(=O)(=O)c3cccc(C(F)(F)F)c3)CC2)cc1	-4	-13	-13	-25	4	-3	0	-4	-5
Cn1cc(Br)c(C(=O)Nc2nccs2)n1	-4	7	-19	-7	6	0	1	-1	-5
Cc1ccc(SCc2cc(=O)[nH]c(N3CCN(Cc4ccc5c(c4)OCO5)CC3)n2)cc1	6	6	-7	-1	25	-3	1	5	4
CC(=O)c1ccc(-n2nnnc2SCC(=O)NNC(=O)c2ccco2)cc1	-12	-4	-16	-22	5	-2	-4	12	2
COc1ccc(N(C)S(=O)(=O)c2ccc3c(c2)CCN3C(=O)C2CC2)c(OC)c1	7	-22	-2	-11	2	1	3	1	0
CC(=O)NC(Cc1c[nH]c2ccccc12)C(=O)OCC(=O)Nc1ccc2c(c1)OCO2 (stereo not given)	5	-5	-6	-12	21	-2	0	0	-4
CC(O)[C@H]1CC[C@H]2[C@@H]3CC[C@H]4C[C@@H](O)CC[C@]4(C)[C@H]3/C(=N/O)C[C@]12C (stereo not given in full)	1	-6	2	-7	11	-5	1	-3	2

Records above marked active in SENP7 block:
structure,HKDC1 inh,PfG6PD inh,SENP6 inh,SENP1 inh,SENP7 block,UBC13 inh
COc1ccccc1-c1nc(-c2ccc(Br)o2)no1,4,-9,83*,1,78*,-3

Next entries follow.
SMILES	HKDC1 inh	PfG6PD inh	SENP8 block-1	SENP6 inh	SENP8 block-2	MIN6 prolif	SENP1 inh	SENP7 block	UBC13 inh
CCn1c(SCC(=O)c2ccccc2)nnc1-c1cc2cc(Br)ccc2o1	-2	3	3	-9	-219	-2	1	3	24
COc1ccc(N(C(C)C(=O)N2CCC(Cc3ccccc3)CC2)S(C)(=O)=O)cc1 (stereo not given)	-3	-4	-5	-23	9	-4	0	8	20
CCOc1ccc(NS(=O)(=O)c2ccc(SC)cc2)cc1	6	8	5	0	29	-2	1	3	-1
Cc1c(Br)ccc(NC(=O)Cn2nc(-c3cccs3)ccc2=O)c1C	5	-10	3	-9	-35	-2	3	2	-2
Cc1ccc2nc(NC(=O)CN3CCOCC3)sc2c1	-8	-7	2	-21	8	-1	0	0	1
Cc1nn(C(C)C(=O)NNC(=S)Nc2ccc(F)cc2)c(C)c1[N+](=O)[O-] (stereo not given)	-6	-10	0	7	18	4	0	13	4
CCn1c(C)nc2cc(C(=O)N/N=C/c3ccc(N4CCOCC4)cc3)ccc21	-7	2	-2	13	-368	-1	35*	3	-1
Cc1c(NC(=O)N2CCCCCC2)c(=O)n(-c2ccccc2)n1C	-5	-14	2	0	11	-3	1	-6	0
COCCC(=O)N1CCC(Oc2ccc(C(=O)N3CCC(N(C)C)C3)cc2)CC1 (stereo not given)	-4	4	-1	-14	5	1	2	-3	4
Cc1cc2ccccn2c1C(=O)c1ccc(F)cc1	-6	16	5	9	17	0	0	0	-2
COc1ccc(CC(=O)Nc2c(C(N)=O)oc3ccccc23)cc1	-3	-1	-4	-13	-3	10	2	3	4

3 structures already listed, arranged by length of the SMILES, lowest first:
SMILES	HKDC1 inh	PfG6PD inh	SENP8 block-1	SENP6 inh	SENP8 block-2	MIN6 prolif	SENP1 inh	SENP7 block	UBC13 inh
Cc1cc2ccccn2c1C(=O)c1ccc(F)cc1	-6	16	5	9	17	0	0	0	-2
CCOc1ccc(NS(=O)(=O)c2ccc(SC)cc2)cc1	6	8	5	0	29	-2	1	3	-1
Cc1c(Br)ccc(NC(=O)Cn2nc(-c3cccs3)ccc2=O)c1C	5	-10	3	-9	-35	-2	3	2	-2
